S1P3 antag: S1P3 receptor antagonists, primary screen, cell-based; hit rate 0.27% among 170,000; CHO S1P3 NFAT-BLA reporter, FRET fluorescence, antagonist mode; Sphingosine 1-phosphate receptor 3 (Homo sapiens), Q99500; inhibition, % at 4.98 µM;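 active = inhibition above the plate cutoff, the mean inhibition of test wells on that plate plus 3 SD, cut at about 28% in these data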;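 note: cells challenged with S1P at its EC80 of 0.8 µM; blue over green emission ratio from cleaved BLA substrate after 4 h stimulation; 0% = S1P-stimulated wells and 100% = unstimulated DMSO-only wells; some compounds past the cut are filed as inactive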
Target sequence (Q99500 whole entry, looked up): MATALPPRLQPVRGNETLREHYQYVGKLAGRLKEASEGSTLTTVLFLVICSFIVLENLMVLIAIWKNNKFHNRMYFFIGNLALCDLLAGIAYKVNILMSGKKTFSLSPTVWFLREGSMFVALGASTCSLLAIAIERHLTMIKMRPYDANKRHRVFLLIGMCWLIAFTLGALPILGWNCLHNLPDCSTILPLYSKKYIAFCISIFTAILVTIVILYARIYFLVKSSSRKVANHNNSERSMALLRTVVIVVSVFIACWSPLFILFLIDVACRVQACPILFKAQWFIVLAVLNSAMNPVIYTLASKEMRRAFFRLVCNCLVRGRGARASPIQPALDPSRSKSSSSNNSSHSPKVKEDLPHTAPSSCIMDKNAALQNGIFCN
Redox H2O2 prof: compounds producing H2O2 with reducing agent – biochemical, NIH compound library profiling, artefact control for MLSCN library redox annotation, primary screen; DTT-dependent redox cycling H2O2, phenol red/HRP absorbance; 100% = 100 µM peroxide control, 0% = buffer; activation, % at 10 µM; hit rate 0.03% among 200,000; AID 878, 2007;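 active = activation of at least 50% relative to the plate's high and low controls in the primary single-dose screen; inactive = activation below 50%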;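 note: compound incubated with DTT at 0.8 mM final as the reducing agent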
Lmaj promast: Leishmania major promastigote growth inhibition, primary screen; Leishmania major promastigotes, resazurin fluorescence viability; inhibition, % at 10 µM; hit rate 9% among 200,000; in the data active = inhibition above about 50%;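 note: promastigotes grown with compound for 44 hours at 28 °C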
PMI act: activators of human PMI, primary screen, biochemical, fluorescence intensity, near-Km mannose 6-phosphate; hit rate 0.005% among 190,000; activation factor at 20 µM; AID 1214, 2008; Mannose-6-phosphate isomerase (Homo sapiens), P34949; purified human PMI, coupled resazurin fluorescence, 20 min; stronger effect = higher value; 1 = vehicle control, 0 substrate-free wells;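 active = activation factor of 2 or more at 20 µM, relative to plate controls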
Target sequence (P34949 whole entry, looked up): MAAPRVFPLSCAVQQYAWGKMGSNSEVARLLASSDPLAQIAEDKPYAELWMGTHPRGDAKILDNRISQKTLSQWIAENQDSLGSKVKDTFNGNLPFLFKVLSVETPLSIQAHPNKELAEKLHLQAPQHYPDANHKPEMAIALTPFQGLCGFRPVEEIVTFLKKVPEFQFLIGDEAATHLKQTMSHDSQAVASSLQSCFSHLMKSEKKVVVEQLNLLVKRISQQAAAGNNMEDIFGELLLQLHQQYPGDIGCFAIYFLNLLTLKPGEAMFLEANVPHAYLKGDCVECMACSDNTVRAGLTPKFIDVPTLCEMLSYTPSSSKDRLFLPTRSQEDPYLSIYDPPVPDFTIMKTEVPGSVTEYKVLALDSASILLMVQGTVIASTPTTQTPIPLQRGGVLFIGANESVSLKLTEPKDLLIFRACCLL
Hsp70 activator: Hsp70 transcriptional activators, primary screen, cell-based, HeLa, Hsp70 promoter luciferase, luminescence, 10 µM; HeLa Hsp70 promoter luciferase reporter; scaled: vehicle 0, proteasome-inhibitor control 100%; activation, % at 10 µM; hit rate 0.04% among 200,000; AID 1203, 2008;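 active = activation above the mean across all tested compounds plus 3 SD, cutoff set per campaign, cut at about 5.5% in these data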;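 note: 100% = MG132 at 30 µM as the positive control and 0% = DMSO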
TNAP inh hi DEA: human TNAP enzyme inhibitors, primary screen, biochemical, luminescent, high phosphate acceptor level, uHTS; Alkaline phosphatase, tissue-nonspecific isozyme (Homo sapiens), P05186; purified TNAP, CDP-star luminescence, 1 M DEA; inhibition, % at 20 µM; hit rate 0.03% among 200,000;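 active = over 50% inhibition of tissue-nonspecific alkaline phosphatase at 20 µM in the single-dose screen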;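 note: plate controls were DMSO wells for no effect and EDTA-quenched wells as full inhibition for full effect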
TNAP inh noacc: human TNAP enzyme inhibitors, primary screen, biochemical, luminescent, no phosphate acceptor, uHTS | purified TNAP, CDP-star luminescence, 30 min | Alkaline phosphatase, tissue-nonspecific isozyme (Homo sapiens), P05186 | AID 1012, 2008 | inhibition, % at 20 µM | hit rate 0.26% among 200,000;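 active = tissue-nonspecific alkaline phosphatase inhibition above about 50% at 20 µM in the single-dose screen, limit read from the data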;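 note: 0% = DMSO negative control and 100% = EDTA positive control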
PMI act hi M6P: human PMI activators, high substrate, primary screen, biochemical, fluorescence intensity, near-saturating mannose 6-phosphate | Mannose-6-phosphate isomerase (Homo sapiens), P34949 | coupled PMI enzyme assay, resazurin fluorescence, 20 min; stronger effect = higher value; 1 = untreated enzyme, 0 = substrate-free blank | activation factor at 20 µM | hit rate 0.34% among 190,000;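 active = activation factor of 2 or more at 20 µM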
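Test system: human phosphomannose isomerase with PGI, G6PDH, diaphorase coupling enzymes; Amount: PMI at 15 ng/mL final; Reagent: Mannose-6-phosphate 1.0 mM (near-saturating) plus 0.22 mM NADP+; Timing: 20 min, room temperature; Technique: resorufin fluorescence at Ex 544/Em 590 nm; Dosing: 20 µM single dose.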
Efa HMGR inh: inhibitors of E. faecalis class II HMGR, primary screen, biochemical, Enterococcus faecalis | HMG-CoA reductase (Enterococcus faecalis, mvaE) | purified E. faecalis HMGR, NADPH absorbance 340 nm kinetic | inhibition, % at 10 µM | hit rate 0.41% among 190,000;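 active = inhibition above a set limit, the median over all tested compounds plus 3 SD, cut at about 9.5% in these data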;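 note: enzyme runs in reverse so mevalonate oxidation gives rising NADPH absorbance; 0% = complete reaction with DMSO and 100% = background rate lacking mevalonate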
RAM inhibit: inhibitors of the yeast RAM network, primary screen, dse1pr::URA3 reporter, 5-FOA selection | S. cerevisiae dse1pr::URA3 reporter, 5-FOA growth OD615, 2 d; analog-sensitive cbk1-as2 kinase mutant strain | inhibition, % at 50 µM | hit rate 1.8% among 190,000;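 active = inhibition above a set limit, 3 SD over mean compound inhibition, cut at about 8.4% in these data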;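 note: 0% = DMSO-only wells with no growth and 100% = 10 µM 1-NA-PP1 full growth; inhibition rescues growth on 5-FOA so higher OD means more RAM inhibition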
An asterisk follows results filed as active; . = not tested or not shown.

The opening 2 entries (preview)
SMILES	S1P3 antag	Redox H2O2 prof	Lmaj promast	PMI act	Hsp70 activator	TNAP inh hi DEA	TNAP inh noacc	PMI act hi M6P	Efa HMGR inh	RAM inhibit
COc1cccc(CC2(CO)CCN(Cc3ccc(NC(C)=O)cc3)CC2)c1	-28	-0.1	-6	1	-0.2	0	-9	0.8	0	0.0
CCOc1ccc2[nH]c(=O)c(C(c3nnnn3Cc3ccco3)N3CCC(C)CC3)cc2c1 (stereo unspecified)	-6	-0.3	18	0.8	0.0	0	4	1	-6	1.7

The whole of this part, from the start:
SMILES	S1P3 antag	Redox H2O2 prof	Lmaj promast	PMI act	Hsp70 activator	TNAP inh hi DEA	TNAP inh noacc	PMI act hi M6P	Efa HMGR inh	RAM inhibit
COc1cccc(CC2(CO)CCN(Cc3ccc(NC(C)=O)cc3)CC2)c1	-28	-0.1	-6	1	-0.2	0	-9	0.8	0	0.0
CCOc1ccc2[nH]c(=O)c(C(c3nnnn3Cc3ccco3)N3CCC(C)CC3)cc2c1 (stereo unspecified)	-6	-0.3	18	0.8	0.0	0	4	1	-6	1.7
COc1cccc(NC(=O)Cc2nnc(SCCOc3ccccc3)n2C)c1	8	0.5	-3	1	0.0	-3	4	1.1	1	5.0
COCCn1c(C)cc(C(=O)COC(=O)c2ccccc2Br)c1C	6	0.5	5	1	-0.2	-5	1	1	-2	3.8
CCOC(=O)c1sc(NC(=O)COC(=O)Cn2cnc3ccccc32)c(C(=O)OCC)c1C	-6	0.5	2	1	-0.1	-1	-1	1	-5	2.9
COC(=O)c1c(NC(=O)CSc2nnc(CNc3ccc(Cl)cc3)o2)sc(C)c1C	.	10	0	0.9	-0.1	2	-2	0.9	-7	2.9
Cc1cc(/C=C2\SC(=O)N(CC(=O)Nc3ccccc3F)C2=O)c(C)n1C	-1	-0.8	-6	1	0.3	3	6	0.9	-2	6.8
CCCCCCn1c(C(C)NC(=O)c2ccco2)nc2ccccc21 (stereo unspecified)	-8	2.4	0	0.9	0.0	-5	3	1	-2	0.4
COc1ccc(CCNC(=S)Nc2cc(C)cc(C)c2)cc1	.	-0.1	11	1	-0.6	-2	-19	1	-2	1.6
Cc1cc(NC(=O)CSc2nc(-c3cccs3)cc(C(F)(F)F)n2)no1	29	0.8	-4	0.9	0.3	-6	-11	0.9	0	3.0
O=[N+]([O-])c1ccc(N/N=C2\CC3CC=CC23)cc1 (stereo unspecified)	-2	-0.1	-9	1.3	0.0	18	14	1.2	-8	-1.2
CCc1ccccc1NC(=O)COc1cccc2ccc(C)nc12	6	-0.1	-1	1.1	-0.2	-3	4	1	0	2.6
CCOC(=O)c1c(C)n(C)c2ccc(OC)c(NC(=O)CN3CCN(C4CCCCC4)CC3)c12	.	0.0	4	1.1	-0.1	-6	-7	1.1	-1	2.4
Cc1cccc(NC(=S)N2N=CCC2c2ccccc2)c1 (stereo unspecified)	.	0.5	14	1.1	0.0	-2	-10	1.1	-6	1.8
O=c1oc2cc(Oc3c([N+](=O)[O-])cc(C(F)(F)F)cc3[N+](=O)[O-])ccc2c2c1CCCC2	.	-1.2	13	0.9	-0.2	-1	-4	0.9	0	1.1
Cc1nn(CC(=O)NCc2ccccc2)c(C)c1[N+](=O)[O-]	.	2.4	-6	0.9	0.0	-6	-10	0.9	1	2.0
O=C(O)c1cccc(S(=O)(=O)N(Cc2ccccc2)c2ccccc2)c1	-3	-2.5	-9	1.2	0.0	-10	-9	1	1	2.2
Cc1nnc(SCC(=O)NCC2CCCO2)n1-c1ccccc1 (stereo unspecified)	-22	-0.6	-6	0.9	-0.2	-5	-7	0.9	-3	2.6
N/C(=N\OC(=O)CCCOc1ccccc1)c1ccc(Br)cc1	.	3.5	-7	1	-0.1	-6	-13	1	-5	4.5
CN(Cc1ccccc1)c1ncc(C=O)s1	-4	-1.1	-6	1	-0.4	3	2	1	-3	3.8
COc1ccc2c(c1)-c1nc(/N=C/c3ccccc3O)sc1CC2	-2	0.0	-6	0.3	-0.2	0	-11	0.2	0	1.9
Cc1cc(C)nc(Nc2ccc(N3CCOCC3)cc2)n1	-14	-0.8	-4	0.9	0.0	1	-82	0.9	-6	-0.1
Cc1ccccc1OCC(=O)Nc1ccc2c(c1)Cc1ccccc1-2	.	1.4	0	1	-0.4	-4	-9	1	-2	3.6
CC1/C(=N/O)C(CN(C)C)C2CC1C2(C)C (stereo unspecified)	4	0.4	-3	0.9	0.2	-2	-4	1.1	-1	0.7
CCN(CC)S(=O)(=O)c1cccc(-c2n[nH]c(=S)n2/N=C/c2ccc(C(=O)OC)cc2)c1	4	0.9	28	1	0.0	-1	-14	1.3	-2	7.3
CCOC(=O)c1ccc(NC(=O)c2ccccc2C)cc1	13	-0.2	8	1	-0.3	-1	2	0.9	-2	0.6
CCC(=O)N(C)CCc1cc2c(c(OC)c1/C=N/NC(=O)c1ccccc1O)OCO2	-15	-0.4	-9	1.1	-0.1	-3	-8	1	1	0.7
N#Cc1ccccc1NC(=O)COC(=O)/C=C/c1cn(-c2ccccc2)nc1-c1ccc(Cl)cc1	-3	0.2	-4	1	-0.1	-2	-7	0.9	1	0.9
COc1ccc(C(=O)Nc2cnn(Cc3ccc(Cl)cc3)c2)cc1OC	8	0.0	6	1	-0.3	-2	-4	0.8	-3	0.3
O=C(O)c1cc(O)ccc1-c1ccc(O)cc1	-70	6.9	6	1.1	-0.3	-10	-14	1.1	-2	3.1
COC(=O)c1ccccc1S(=O)(=O)N(Cc1cc2ccc(OC)cc2[nH]c1=O)CC1CCCO1 (stereo unspecified)	-6	-1.5	-6	0.9	-0.3	-2	-4	0.9	0	1.1
CCCCCCCN=CC1=C(O)CC(c2ccccc2)CC1=O (stereo unspecified)	11	-0.3	-9	1	-0.1	-2	-8	1.1	-3	4.5
Cc1cc(C)n(C(=O)c2ccc(Cn3nc(C)c(Br)c3C)o2)n1	.	0.6	-2	1	-0.1	-2	-7	1	-9	0.2
Nc1ccc2nc(SCC(=O)Nc3ccc(N4CCOCC4)c(Cl)c3)sc2c1	18	0.9	6	1	-0.2	-2	-1	0.9	-1	1.7
O=C(CNC(=S)N(Cc1ccccc1F)C1CCCCC1)NCCCN1CCOCC1	13	-0.5	-7	1	-0.1	-8	-36	1	13*	4.3
CN(C)S(=O)(=O)Oc1cccc(C(=O)Nc2ccccc2Cl)c1	.	1.9	-3	0.8	-0.3	-3	-10	0.9	2	0.4
COc1cc2c3c(c1)/C(=C1/SC(=S)NC1=O)C(=O)N3C(C)(C)C=C2C	-9	-0.7	0	1	-0.1	10	21	0.9	2	0.3
CCOc1cccc(OCCCCN2CCCCC2)c1	-3	0.0	97*	0.9	-0.3	-2	-8	0.9	-2	1.6
CO/N=C/CC(=O)c1ccc(-c2ccccc2)cc1	-14	0.0	6	1	0.0	-2	-3	1	-14	0.2
CN(c1ccccc1)S(=O)(=O)c1cc(C(=O)Nc2nc3ccccc3[nH]2)ccc1Cl	7	1.9	37	0.9	-0.4	-2	-40	1.1	-2	4.3
C=CCNc1nc(C2(C)CC3(CC(C)(C)OC3=O)C(=O)O2)cs1 (stereo unspecified)	.	1.3	-2	1	-0.3	-4	-6	0.9	0	0.3
CSc1nc(N)c2c3c(sc2n1)COC(C(C)C)C3 (stereo unspecified)	.	0.1	8	1.1	-0.5	-4	-9	1	0	4.1
CCOC(=O)c1cc(C(=O)NCc2ccc(Cl)cc2Cl)nn1C	-11	-0.2	0	1	-0.1	-2	-4	1	-3	1.4
O=C(Nc1ccn(Cc2ccccc2F)n1)c1ccc(COc2cc(Cl)ccc2Cl)o1	.	-4.1	23	0.8	-0.1	-1	-6	0.8	1	4.8
COc1ccc(C(=O)NC(C(=O)NCCc2ccc3c(c2)OCCO3)C(C)C)cc1 (stereo unspecified)	-6	-0.9	4	1.2	-0.4	0	-8	1.2	-2	6.7
CCOc1ccc(S(=O)(=O)N2CCc3ccccc3C2)cc1	-78	-2.9	1	1	-0.2	-4	-5	1	-6	2.2
Cc1ccc(OCC(=O)NC2CCS(=O)(=O)C2)cc1 (stereo unspecified)	.	0.4	0	0.9	-0.2	-3	-1	1	-2	0.5
CC1CCN(c2oc(-c3ccccc3Cl)nc2C#N)CC1	.	0.0	-5	1	-0.2	-6	-10	0.9	-4	5.1
CCC(C)c1ccc(O)c(N)c1 (stereo unspecified)	1	-1.2	-4	0.7	-0.2	-3	9	0.7	-6	1.5
Cc1ccc(N2CCCn3c2cc(C)c(C#N)c3=O)cc1C	.	0.9	-4	1.1	-0.1	10	4	1.1	9.8*	2.8
O=C(NC(=S)N1CCN(c2ccc([N+](=O)[O-])cc2Cl)CC1)c1ccco1	-2	-0.1	13	0.8	-0.2	0	-13	0.8	-3	3.8
Cc1ccc(N2C(=O)CC(c3ccsc3)C3=C2CC(C)(C)CC3=O)cc1 (stereo unspecified)	.	-7.4	3	1.1	-0.3	-2	7	1.1	-1	-0.7
CCOc1ccc2nc(SCC(=O)N(C)C)[nH]c2c1	.	0.8	-6	0.9	-0.1	-6	-7	1	-11	0.8
COc1ccccc1NC(=O)c1cc(S(=O)(=O)N2CCOCC2)ccc1Cl	3	2.2	4	1	0.0	-7	-7	1.1	1	0.0
c1ccc(Cn2nnnc2C(c2cccs2)N2CCOCC2)cc1 (stereo unspecified)	-12	-0.4	-6	1	-0.2	-4	-7	1.2	1	0.7
CC(C)Oc1ccc(-c2cc(=O)[nH]c(=O)[nH]2)cc1	.	-0.1	-2	1	-0.3	-1	-8	1	2	1.9
Cc1cccc(N=C2NN=C(c3c[nH]c4ccccc34)CS2)c1	-6	0.6	65*	1	0.1	-4	-1	1	-2	2.5
CN(CC(=O)Nc1cccc([N+](=O)[O-])c1)S(=O)(=O)c1ccccc1	-1	-0.4	0	0.9	0.2	-5	-9	1	0	6.8
O=C1/C(=C/N(C(=O)c2ccco2)c2ccc(Br)cc2)Sc2ccccc21	-6	-0.5	-10	1	0.1	1	-1	1	0	1.5
C=CCn1c(N)c(C(=O)OC(C)CC)c2nc3ccccc3nc21 (stereo unspecified)	37	-7.3	100*	0.9	-0.3	-3	-7	0.8	-1	2.7
CC(=O)Nc1ccc(SCC(=O)Nc2cc(C)on2)cc1	-7	0.4	10	1.1	-0.1	-1	-4	1	-6	0.4
